TAAR1 antagonist – human TAAR1 antagonism. Q96RJ0. CHO RD-HGA16 TAAR1, Fluo-8 calcium fluorescence, antagonist. inhibition, % at 3 µM. actives 1.5% (n = 360,000). AID 624466;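 active means inhibition above a per-plate cutoff, the mean inhibition of test compounds on that plate plus 3 SD, cut at about 49% in these data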;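 further: 0% = DMSO plus EC80 beta-PEA response and 100% = DMSO alone without agonist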
Target sequence (Q96RJ0 whole entry, looked up): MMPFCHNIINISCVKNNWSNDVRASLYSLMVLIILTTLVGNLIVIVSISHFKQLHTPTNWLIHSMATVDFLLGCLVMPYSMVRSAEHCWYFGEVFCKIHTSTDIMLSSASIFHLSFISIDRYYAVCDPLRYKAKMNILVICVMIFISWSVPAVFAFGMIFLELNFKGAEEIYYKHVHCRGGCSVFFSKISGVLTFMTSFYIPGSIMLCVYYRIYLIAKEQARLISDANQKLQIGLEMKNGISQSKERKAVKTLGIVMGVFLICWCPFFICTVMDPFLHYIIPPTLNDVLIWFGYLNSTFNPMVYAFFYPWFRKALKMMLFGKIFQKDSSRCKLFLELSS
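Assay system: RD-HGA16 CHO cells with stable hTAAR1 and Gα16 / Reagent: EC80 β-phenethylamine stimulus / Doses: 3 µM, single point / Timing: dye loading 75 min at 37 °C, then 30 min room temperature / Measured by: Fluo-8 intracellular calcium dye fluorescence, real-time kinetic reads / Controls: vehicle wells and EC80 agonist wells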
M1 PAM parental – nonselective activator or artifact in parental CHO-K1 calcium assay; actives 0.02% (n = 360,000); activation, % at 3 µM; AID 602247; ATP EC20, Fluo-8 calcium fluorescence; 0% at ATP EC20, 100% at ATP max;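 active means activation above the run cutoff, the mean activation of all test compounds plus 3 SD, cut at about 40% in these data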;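 further: peak over basal fluorescence ratio in a 140 s read after ATP addition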
TAAR1 agonist – agonists of human TAAR1; Q96RJ0; CHO RD-HGA16 TAAR1, Fluo-8 calcium fluorescence; vehicle wells 0%, saturating PEA agonist 100%; activation, % at 3 µM; actives 0.99% (n = 360,000); AID 624467;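 active means activation above the mean activation of all test compounds in the run plus 3 SD, cut at about 38% in these data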
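System: CHO-derived RD-HGA16 cells with stable Gα16 and human TAAR1 / Times: 17-24 h plating, Fluo-8 75 min 37 °C, 30 min RT / Technique: calcium-sensitive Fluo-8 signal, excitation 470-495, emission 515-575 nm / Measure: % activation relative to PEA EC100 response / Benchmarks: DMSO and PEA EC100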
OXTR potentiate – potentiates the human oxytocin receptor response; AID 2445; CHO-OTR cells, Fluo-8 calcium fluorescence, potentiator mode; 0% = oxytocin EC15, 100% = EC100; activation, % at 3 µM; P30559; actives 0.061% (n = 320,000);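 active means activation above that plate's cutoff, the mean activation of tested compounds plus 3 SD, cut at about 6.6% in these data, passing the limit was not always enough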;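 further: 100% uses oxytocin at 75 nM as the full agonist control; some results filed as inactive read as strong as hits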
Target sequence (P30559 whole entry, looked up): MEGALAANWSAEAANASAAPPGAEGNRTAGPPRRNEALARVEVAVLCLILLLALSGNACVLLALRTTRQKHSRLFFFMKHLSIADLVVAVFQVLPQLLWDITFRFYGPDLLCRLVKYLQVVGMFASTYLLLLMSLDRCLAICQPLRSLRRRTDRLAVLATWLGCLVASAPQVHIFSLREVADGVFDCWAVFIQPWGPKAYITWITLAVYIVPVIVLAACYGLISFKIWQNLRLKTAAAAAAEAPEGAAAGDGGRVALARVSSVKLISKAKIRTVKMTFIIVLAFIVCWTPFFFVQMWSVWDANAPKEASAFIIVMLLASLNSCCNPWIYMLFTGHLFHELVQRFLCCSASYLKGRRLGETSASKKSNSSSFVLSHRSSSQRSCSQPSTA
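Replication – single well per compound, singlicate · Assay system – CHO cell line stably expressing human OTR · Timing – 6 min pre-incubation, 100 s read · Measure – normalized max/min fluorescence ratio, % activation · Doses – 3.0 µM, one dose · Detection – Fluo-8 calcium dye fluorescence · Probe or stimulus – oxytocin near EC15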
CHRM1 agonist – human M1 muscarinic receptor agonism. P11229. CHO-K1 hM1, Fluo-8 calcium fluorescence, agonist mode; 0% DMSO, 100% acetylcholine EC100. activation, % at 3 µM. actives 0.33% (n = 360,000);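 active means activation above the run's mean compound activation plus 3 SD, cut at about 16% in these data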;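 further: peak over basal fluorescence ratio within a 140 s kinetic read after compound addition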
CHO-K1 Ca antag – M1 antagonist counterscreen hit in parental CHO-K1 cells. ATP-induced calcium, Fluo-8 fluorescence. inhibition, % at 3 µM. actives 0.6% (n = 360,000);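 active means inhibition above a per-plate cutoff, the plate's mean sample inhibition plus 3 SD, cut at about 24% in these data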;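 further: 0% = DMSO plus EC80 ATP and 100% = DMSO alone without ATP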
CHO-K1 Ca ag – M1 agonist counterscreen hit in parental CHO-K1 cells; Fluo-8 calcium fluorescence; scaled to maximal ATP response, vehicle zero; activation, % at 3 µM; actives 0.48% (n = 360,000); AID 602248; in the data active means activation above about 15%;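 further: untransfected CHO-K1 host cells lacking M1 receptor as counterscreen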
V1R ag counter – activates human V1a receptor in oxytocin agonist counter-screen; P37288; CHO-V1R cells, Fluo-8 calcium fluorescence, agonist mode; 0% DMSO, 100% 3 nM vasopressin; activation, % at 3 µM; actives 0.25% (n = 320,000); AID 2797;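 active means activation above the mean activation of all tested compounds plus 3 SD, per screening run, cut at about 20% in these data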;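 further: signal is peak over basal fluorescence ratio across a 100 second FLIPR read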
CHO parental Ca – counter-screen: ATP calcium response change in parental CHO cells | parental CHO-K1, ATP-induced calcium, Fluo-8 fluorescence | inhibition, % at 5.6 µM | actives 0.63% (n = 330,000) | AID 463079;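 active means inhibition above that plate's mean sample inhibition plus 3 SD, cut at about 26% in these data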;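 further: 0% = ATP-challenged DMSO wells and 100% = DMSO wells without ATP; some compounds past the cut are filed as inactive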
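test system = CHO parental line | reagent = ATP stimulus | measured by = intracellular calcium via Fluo-8 no-wash fluorescent dye | control set = ATP and no-ATP DMSO wells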
An asterisk follows results filed as active; / = not tested or not shown.

SMILES	TAAR1 antagonist	M1 PAM parental	TAAR1 agonist	OXTR potentiate	CHRM1 agonist	CHO-K1 Ca antag	CHO-K1 Ca ag	V1R ag counter	CHO parental Ca
Cc1ccc(NC(=S)NNc2ncc(C(F)(F)F)cc2Cl)cc1	3	18	14	-2	0	-9	6.7	2.2	-6
CCCCCC(=O)N=Nc1c(O)[nH]c2ccc([N+](=O)[O-])cc12	12	-5	6	-10	3	4	0.1	0.5	1
O=C(O)CCCCCNC(=O)c1ccc(Br)cc1	-5	-2	5	-11	-4	6	-0.3	-0.1	-4
CCN(CC)C(=O)c1[nH]cnc1C(=O)N[C@@H](Cc1ccccc1)C(=O)OC(C)(C)C	4	-10	2	-6	-5	0	-0.1	-0.1	-15
COc1cccc(-c2nc(OC(C)C)c3ccccc3n2)c1	-13	-9	21	-7	-4	-13	0.6	-0.2	-19
COc1cccc(CNC(=O)CCS(=O)(=O)Cc2ccc(C)cc2)c1	-22	10	0	-3	-4	-13	-1.1	1.3	-15
c1cc(C2CCN(Cc3nc(-c4ccc5c(c4)OCO5)no3)CC2)ccn1	12	14	0	-11	1	-4	8.7	6.6	-9
CC(NS(C)(=O)=O)C(c1cccs1)N1CCN(c2ccccc2)CC1 (configuration not stated)	-7	-6	3	2	-2	-3	0.8	-0.6	-10
Cc1nc(NCCN)c(C#N)c2c1COC(C)(C)C2	-18	14	3	-10	-5	5	0.1	0.1	8
O=C1CSC(c2ccccc2)N1c1ccccc1F (configuration not stated)	-4	1	2	-1	-4	-17	-0.4	-1.7	-4
COc1cc(/C=C2/C(=O)NN(c3ccc(C)c(Cl)c3)C2=O)cc([N+](=O)[O-])c1O	3	2	-3	/	-2	-7	-0.2	/	/
CC(C)(C)NC(=O)CN(C(=O)C(=O)Nc1ccc2c(c1)OCCO2)C1CCCC1	-17	2	2	-10	-2	-8	1.3	0.5	-10
Cc1ccc(NC(=O)NC2(C(=O)NCc3ccccc3)CCCCC2)cc1	-3	-4	13	5	-6	0	-0.4	0.1	-18
Cc1cc(C)c2nc(N(CCN(C)C)C(=O)c3ccc4ccccc4c3)sc2c1	-30	11	4	-18	-3	-12	1.5	0.2	-2
CCN1CCN(c2ccc(S(=O)(=O)N3CCOCC3)cc2NC(=O)c2ccc(C(F)(F)F)cc2)CC1	-20	11	2	-5	-3	-4	3.4	0.6	-10
O=C1CCC(=O)N1c1ccc(CSc2nc3ccccc3[nH]2)cc1	-16	4	9	-8	-2	-1	1.4	6.0	-3
CCN(CC)c1ccc(C=NN2CCCCCC2)cc1	-21	13	1	/	-5	-9	0.5	/	/
O=C(Cn1cc([N+](=O)[O-])cn1)Nc1ccccn1	-14	23	3	-8	-3	-24	0.5	0.5	10
CC(=O)Nc1cccc(C(=O)Nc2nc(C)cs2)c1	-23	-3	3	2	-4	-2	0.0	3.3	-4
Cc1cc(NC(=O)CSc2nc3ccccc3cc2C#N)no1	-2	-5	1	4	-5	-10	0.8	0.7	1
Cc1ccc(CNC(=O)COC(=O)CCCOc2ccc(Cl)cc2Cl)cc1	-4	23	8	-8	-3	-11	0.8	2.2	-17
CCOC(=O)Cc1cn(C(=O)OC(C)(C)C)c2ccccc12	3	0	9	-3	-8	-16	-0.3	-0.9	-28
COc1cc(OC)cc(-c2nc3nc(C)c(CCC(=O)NCC(OC)OC)c(C)n3n2)c1	-15	29	1	-2	-6	-5	0.6	0.8	1
Cc1ccc(S(=O)(=O)NCC(=O)OCC(=O)NCc2ccc3c(c2)OCO3)cc1	-11	-2	2	/	-3	-3	-0.2	/	/
CC(C)(C)OC(=O)C[C@H]1C/C=C\C[C@@H](CC(=O)N[C@@H](CO)Cc2ccccc2)C(=O)NCCOC1=O	2	6	10	-2	-3	-11	0.0	1.1	-2

Overlap with the part before: 2 compounds; new compounds follow.
SMILES	TAAR1 antagonist	M1 PAM parental	TAAR1 agonist	OXTR potentiate	CHRM1 agonist	CHO-K1 Ca antag	CHO-K1 Ca ag	V1R ag counter	CHO parental Ca
Cc1ccc(S(=O)(=O)NCC(=O)OCC(=O)NCc2ccc3c(c2)OCO3)cc1	-11	-2	2	/	-3	-3	-0.2	/	/
CC(C)(C)OC(=O)C[C@H]1C/C=C\C[C@@H](CC(=O)N[C@@H](CO)Cc2ccccc2)C(=O)NCCOC1=O	2	6	10	-2	-3	-11	0.0	1.1	-2
CC(C)NCC(O)c1ccc2ccccc2c1 (configuration not stated)	-18	-6	2	-2	-2	6	0.8	0.9	-3
Cc1ccc(NC(=O)CO/N=C(\N)c2nonc2N)cc1	25	12	0	-7	-5	-11	0.2	0.8	-2
O=C(Nc1cc(Cl)ccc1Cl)P(=O)(O)c1ccccc1	-1	17	-1	/	-3	-15	1.4	/	/
COc1ccccc1CNS(=O)(=O)c1ccc2c(c1)NC(=O)CS2	12	15	3	-2	0	-5	3.4	3.1	-8
COc1ccc(Cl)cc1NC(=O)CN(C)C(=O)c1cn(-c2ccccc2)nc1-c1cccs1	13	6	6	/	-2	-12	1.0	/	/
COc1ccc(NC(=O)CSc2nc3ccccc3c(=O)n2CCNC(C)=O)cc1	-4	2	5	-1	-1	-3	0.3	-0.4	-3
COc1ccc(NC(=O)COc2ccccc2Cc2ccccc2)cc1S(=O)(=O)N1CCOCC1	18	-17	3	/	-3	-2	2.7	/	/
Cc1ccc(NC(=O)CCC(=O)NNC(=S)Nc2ccc(F)cc2)c(C)c1	-6	3	9	1	-1	-4	0.9	0.6	-3
CCc1ccc(NC(=S)N2CCC(NC(=O)c3ccccc3)CC2)cc1	-7	26	-4	4	-8	-19	1.4	0.2	-16
O=C1c2cccnc2C(Nc2ccc(F)c(Cl)c2)N1Cc1cccs1 (configuration not stated)	10	21	3	-8	-4	0	1.4	2.6	-12
Cc1ccc(NS(=O)(=O)N2CCOCC2)cc1Cl	-5	9	0	0	-1	1	0.8	1.4	4
CCC(=O)Nc1ccc(S(=O)(=O)Nc2cccc(C)c2)cc1OC	10	11	9	-7	-5	-4	0.1	0.8	-6
COc1cc(NC(=O)CN2CCC(C(N)=O)(N3CCCCC3)CC2)c(OC)cc1Cl	1	-8	1	-11	-3	-1	1.6	1.2	-11
CC1=C(C(=O)OC(C)C)C(c2c(O)ccc3ccccc23)NC(=O)N1 (configuration not stated)	-30	4	5	-8	-3	7	0.6	-0.6	3
COc1ccc2c(-c3ccccc3)cc(SCC(=O)NC(N)=O)nc2c1	-5	9	2	-14	0	-7	0.9	0.8	-2
Cc1cc(/C=N/NC(=O)c2ccc(O)cc2)c(C)n1C1CC1	1	-13	1	-24	-1	28*	-0.3	-0.2	-20
Cc1cc(C)c(S(=O)(=O)NCC(=O)O)cc1C	8	-9	3	0	1	3	-0.2	0.4	-13
CCC(CC)NC(=O)Cc1ccc(S(=O)(=O)N2CCOCC2)s1	8	0	7	-11	-3	-3	-0.2	-0.4	-10
COc1cccc(/C=N/Nc2nc3ccccc3[nH]2)c1O	-15	5	2	1	0	-5	2.5	0.8	-16
O=[N+]([O-])c1ccc(CP(=O)(c2ccccc2)c2ccccc2)cc1	-7	7	4	/	-8	6	0.6	/	/
FC(F)(F)c1cc(C(F)(F)F)c2ccc(N3CCN(c4ncccn4)CC3)nc2n1	-17	24	3	-2	-3	-13	1.0	0.3	1
C=CCn1c(SCC(=O)Nc2cccc(S(=O)(=O)N(C)c3ccccc3)c2)nnc1C1CC1	9	1	1	-8	-3	-6	2.3	2.2	-13
COc1ccc(CCNC(=O)c2ccccc2-c2ccccc2C(=O)O)cc1OC	-6	3	3	-10	-1	-5	0.3	0.2	-1
CCN1/C(=C2\C(=O)N(c3ccccc3)N=C2C)C=Cc2cc(C)ccc21	-3	-11	2	1	20*	15	24*	-0.6	-10
CCn1c(=O)c(=O)[nH]c2cc(C(=O)NC3CC3)ccc21	5	-4	2	-9	2	5	-0.1	-0.6	-3
(cont.)
SMILES	TAAR1 antagonist	M1 PAM parental	TAAR1 agonist	OXTR potentiate	CHRM1 agonist	CHO-K1 Ca antag	CHO-K1 Ca ag	V1R ag counter	CHO parental Ca
CCOC(=O)c1sc(NC(=O)C(CC)OC(=O)c2ccco2)nc1C (configuration not stated)	5	-7	5	-5	-1	-19	0.4	1.7	-2
C=CCN([C@H](C(=O)OC)C(C)C)S(=O)(=O)CCNCc1ccccc1	4	-15	4	/	-5	-4	0.7	/	/
O=C(NCc1cccc(C(F)(F)F)c1)c1ccc2sc(C3=C[C@@H](O)[C@@H](O)[C@@H](CO)O3)nc2c1	/	9	/	/	-3	-1	0.3	/	/
CCOc1ccc(NS(=O)(=O)c2ccc(NC(=O)c3ccccn3)cc2)cc1	4	-7	24	-11	3	3	1.8	14	-12
C=CCc1c(C)nc2c(OC)cccc2c1Cl	-33	11	3	1	-3	-21	0.5	-0.8	-13
COc1cc(NC(=O)C2(C)CCCN2C(=O)C(C)C)cc(OC)c1OC (configuration not stated)	-20	6	2	/	-4	0	0.1	/	/
O=c1[nH]c2ccc(S(=O)(=O)Nc3ccccc3O)cc2[nH]1	-14	13	4	-5	1	-3	1.5	1.8	8
COc1cc(CN2CCCC(N3CCN(c4ccccc4C)CC3)C2)cc(Cl)c1O (configuration not stated)	1	-9	5	-10	-6	-2	0.7	-0.3	-18
CCn1c(CNC(=O)COc2ccc(C(C)C)cc2)nnc1SCC(=O)Nc1ccccc1C(C)C	14	17	17	-13	-1	18	13	6.6	3
COc1cc(C(=O)Nc2nnc(-c3sccc3C)s2)cc(OC)c1OC	16	13	5	-6	-2	-3	0.2	0.1	-5
C#CCSc1nnc(-c2sc(-c3ccccc3)nc2C)n1C	21	6	5	-4	-3	-4	0.8	1.3	-7
CCC(C)c1ccc(NC(=O)NCCN2CCCCC2)cc1 (configuration not stated)	-9	16	4	-11	-2	-7	3.9	12	-11
CC(Sc1ncc(C(F)(F)F)cc1Cl)C(=O)NC(N)=O (configuration not stated)	-7	6	0	-13	-4	2	3.6	0.0	7
COc1ccc(-c2csc(C(O)c3cccc(OC)c3)n2)cc1 (configuration not stated)	1	24	5	/	2	-13	7.3	/	/
CC1Cc2ccccc2N1C(=O)c1ccc(N2CCCC2)c([N+](=O)[O-])c1 (configuration not stated)	42	-4	6	-8	-5	16	2.4	0.9	-5
CC(C)(C)NC(=O)c1cccc(NC(=O)Cc2cccs2)c1	-11	-8	3	-8	-3	7	11	1.2	0
CC1CC(C)CN(c2oc(-c3ccccc3F)nc2C#N)C1 (configuration not stated)	4	9	1	1	-5	-8	-0.3	-1.1	-13
Cn1c(N)c(C(=O)COC(=O)c2ccc3c(c2)C(=O)N(c2ccc(Cl)cc2)C3=O)c(=O)n(C)c1=O	1	16	0	1	-2	-13	0.6	0.4	0

Bioassay records from PubChem.
